Assay outcomes from PubChem BioAssay.
TRHR enhancer – allosterically enhances the human TRH receptor | P34981 | AID 493056 | enhancement, % at 2 µM | hit rate 0.66% among 360,000 | TRHR cells, fluo-8 calcium fluorescence, EC20 TRH enhancement; in the data active = enhancement above about 30%; also: 0% is about no effect
Target sequence (P34981 whole entry, looked up): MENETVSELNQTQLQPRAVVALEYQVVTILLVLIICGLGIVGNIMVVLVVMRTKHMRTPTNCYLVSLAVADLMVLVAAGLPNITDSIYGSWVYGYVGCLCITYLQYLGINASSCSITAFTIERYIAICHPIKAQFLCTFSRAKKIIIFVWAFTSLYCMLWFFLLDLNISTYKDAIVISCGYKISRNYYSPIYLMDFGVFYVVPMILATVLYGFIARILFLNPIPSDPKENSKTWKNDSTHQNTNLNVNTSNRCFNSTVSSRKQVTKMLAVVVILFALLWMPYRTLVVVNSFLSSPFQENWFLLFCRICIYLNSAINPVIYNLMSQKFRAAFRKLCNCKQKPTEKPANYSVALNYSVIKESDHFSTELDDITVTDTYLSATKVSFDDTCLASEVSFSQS
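Enhancer read-out: after compound pinning and an initial kinetic agonist-mode read, an EC20 of TRH (10 nM final) was injected and fluo-8 calcium signal (Ex 480/Em 530) followed at 1 s/cycle for 100 cycles in TRHR-expressing cells.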
D2 antag – antagonists of human D2 dopamine receptor. HEK293 TREx D2 cells, calcium flux, dopamine EC80. hit rate 2% among 340,000. AID 485344. P14416. inhibition, % at 10 µM; in the data active = inhibition above about 30%; also: 0% is about no effect
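Tetracycline-induced HEK293 T-REx cells expressing D2 force-coupled to calcium signalling were dye-loaded, exposed to compound for 180 s, then challenged with an EC80 of dopamine; calcium flux was followed kinetically for a further 180 s.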
D1 PAM – human D1 dopamine receptor positive modulation. P21728. potentiation, % at 10 µM. AID 504651. hit rate 0.036% among 360,000. HEK293 TREx D1 cells, calcium flux, dopamine EC20 potentiation; in the data active = potentiation above about 30%; also: 0% is about no effect
Target sequence (P21728 whole entry, looked up): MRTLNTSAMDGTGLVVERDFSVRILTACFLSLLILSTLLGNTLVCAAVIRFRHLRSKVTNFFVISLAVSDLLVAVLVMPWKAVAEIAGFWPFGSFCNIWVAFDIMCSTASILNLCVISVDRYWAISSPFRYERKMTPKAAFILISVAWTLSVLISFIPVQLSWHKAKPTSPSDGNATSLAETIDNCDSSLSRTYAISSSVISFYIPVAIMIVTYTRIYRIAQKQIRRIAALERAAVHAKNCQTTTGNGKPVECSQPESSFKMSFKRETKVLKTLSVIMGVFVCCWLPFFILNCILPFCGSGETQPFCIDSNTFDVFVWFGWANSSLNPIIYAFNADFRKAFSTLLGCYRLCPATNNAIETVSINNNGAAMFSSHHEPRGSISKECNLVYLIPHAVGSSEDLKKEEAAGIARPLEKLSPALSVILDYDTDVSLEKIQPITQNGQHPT
RXFP1 ag – agonists of human relaxin receptor RXFP1 | HEK293T-RXFP1 cAMP TR-FRET, 30 min; response scale: percent of porcine relaxin response, buffer zero | Potency, µM (doses to about 57.5 µM), for the others: at the highest dose activation, actives largely listed as activators | hit rate 0.3% among 370,000 | AID 2676; active = well fitted activation curve with a large enough effect; also: potency is read from the fitted curve at half-maximal effect; % is scaled to controls: 0 for no effect and ±100 for the full control effect; nearly all actives have a fitted effect of over 60% in size; many of its hits are not listed in these tables
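cAMP rise read by TR-FRET after 30 min, 37C compound exposure (up to 58 uM) in RXFP1-transfected HEK293 cells with Ro 20174 present. EC50 from Hill-equation fits, with 29 nM porcine relaxin as 100% and buffer as basal.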
D2 potentiator – D2 dopamine receptor (human) potentiation; AID 485347; hit rate 0.34% among 340,000; potentiation, % at 10 µM; P14416; HEK293 T-REx D2, calcium flux, EC20 dopamine potentiation;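 active = potentiation over 3 SD above the plate norm, cut at about 30% in these data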; also: 0% is about no effect
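Tetracycline-induced HEK293 T-REx cells force-coupled to calcium signalling expressed D2; compounds were pin-added after a 10 s baseline, read kinetically 180 s, then an EC20 dopamine challenge followed with a further 180 s calcium read.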
D1 agonist – activates the human D1 dopamine receptor; HEK293 T-REx D1 cells, calcium flux, agonist mode; activation, % at 2 µM; P21728; hit rate 1% among 360,000; in the data active = activation above about 30%; also: 0% is about no effect
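Agonism was scored from calcium flux recorded over 180 s (1 read/s) after pintool compound addition, following a 10-cycle baseline. Cells were inducible force-coupled HEK293 TREx D1, plated overnight at 30 C and loaded with no-wash calcium dye.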
RXFP1 antag – blocks the human relaxin receptor RXFP1; Q9HBX9; HEK293-RXFP1, relaxin-stimulated cAMP HTRF, 30 min; hits give low values; activity change, negative = inhibition, % at 57.5 µM; hit rate 0.59% among 350,000; AID 1259400;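 active = activity change of -60% or lower, but not beyond a set lower limit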; also: % is scaled to controls: 0 for no effect and ±100 for the full control effect
D1 antag – human D1 dopamine receptor antagonism | P21728 | HEK293 TREx D1 cells, calcium flux, dopamine EC80; hits give low values | activity change, negative = inhibition, % at 10 µM | hit rate 3.2% among 360,000 | AID 504652; in the data active = activity change below about -30%; also: % is scaled to controls: 0 for no effect and ±100 for the full control effect
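Inducible Hek293 Trex D1 cells (tetracycline, overnight, 30 C). Calcium dye 30–90 min RT. Antagonist mode: EC80 dopamine added after 180 s compound read.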
D2 ag – agonists of human D2 dopamine receptor; HEK293 T-REx D2 cells, calcium flux agonist mode; hit rate 0.53% among 340,000; activation, % at 2 µM; P14416; AID 485358;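 active = activation over 3 SD above normal in the single-dose calcium agonist read, cut at about 30% in these data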; also: 0% is about no effect
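HEK293 Trex D2 cells, tetracycline-induced, o/n 30 C 5% CO2; no-wash Ca dye, RT 30–90 min; 10-cycle baseline, 23 nl cpd added, kinetic Ca read 180 s; agonist hits = positive Ca response.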
* marks the source's active call; other numbers are inactive results; & = joins results of further samples. Some of the compounds tested. The share of hits here may be higher or lower than overall.

CC(=O)N1CCc2cc(S(=O)(=O)CCC(=O)NCCc3ccc(C)cc3)ccc21 was read as TRHR enhancer 1, D2 antag 12, D1 PAM -5, RXFP1 ag 0.7%, D2 potentiator 8, D1 agonist 6, RXFP1 antag -13, D1 antag -12 and D2 ag 0.8.
For CC1CN(C(=S)SCC(=O)c2ccc(Cl)cc2)CC(C)O1 (configuration not stated) the results were TRHR enhancer -3, D2 antag -5, D1 PAM -2, RXFP1 ag 0.3%, D2 potentiator -4, D1 agonist 1, RXFP1 antag 3, D1 antag -2 and D2 ag 0.1.
Screening COc1ccc(C2Oc3ccccc3N2C(C)=O)cc1 (configuration not stated) returned TRHR enhancer 2, D2 antag 11, D1 PAM -3, RXFP1 ag -3.8%, D2 potentiator 0, D1 agonist 0, RXFP1 antag 12, D1 antag -6 and D2 ag -0.3.
`O=c1c(NCc2cccs2)nccn1-c1ccccc1` gave TRHR enhancer -4, D1 PAM 0, RXFP1 ag 0.2%, D2 potentiator 9, D1 agonist 2, D1 antag -12 and D2 ag -0.2.
Cc1cc(C(=O)CSc2nnc(CCC(N)=O)n2C)c(C)n1C1CC1 was read as TRHR enhancer 7, D2 antag -7, D1 PAM 10, RXFP1 ag -0.4%, D2 potentiator 4, D1 agonist 4, RXFP1 antag -14, D1 antag 21 and D2 ag 0.4.
COc1ccc(OC)c(NC(=O)/C=C/c2ccccc2[N+](=O)[O-])c1 was read as TRHR enhancer 5, D2 antag -4, D1 PAM -2, RXFP1 ag 0.8%, D2 potentiator 0, D1 agonist 2, RXFP1 antag 5, D1 antag -16 and D2 ag 0.0.
Screening O=C(Nn1c(=O)[nH]c2ccccc2c1=O)c1ccco1 returned TRHR enhancer 3, D2 antag 0, D1 PAM 2, RXFP1 ag 0.1%, D2 potentiator 6, D1 agonist 1, RXFP1 antag 0, D1 antag 8 and D2 ag -0.2.
Screening COC(=O)c1ccc(Cn2nnc3c(=O)[nH]c(C4CCCN(S(=O)(=O)c5ccccc5)C4)nc32)cc1 (configuration not stated) returned TRHR enhancer 0&1, D2 antag 7, D1 PAM 2&-1, RXFP1 ag 3.0%&-1.6%, D2 potentiator -6&5, D1 agonist 4&1, RXFP1 antag -15&-26, D1 antag 7&-3 and D2 ag -0.1&-0.7.
For CCCN(C(=O)c1ccc(S(=O)(=O)N2CCCC2)cc1)C1CCS(=O)(=O)C1 (configuration not stated) the results were TRHR enhancer 8, D2 antag -2, D1 PAM 0, RXFP1 ag 1.9%, D2 potentiator -10, D1 agonist 1, RXFP1 antag 0, D1 antag 19 and D2 ag 0.5.
For Nc1n[nH]c(N)c1N=Nc1ccccc1 the results were TRHR enhancer 20, D2 antag 4, D1 PAM -2, RXFP1 ag 0.1%, D2 potentiator 10, D1 agonist 0, RXFP1 antag -16, D1 antag 8 and D2 ag 0.1.
Screening Cc1nnc2sc(COc3ccccc3)nn2c1=O returned TRHR enhancer -6, D2 antag -18, D1 PAM -1, RXFP1 ag 3.7%, D2 potentiator -2, D1 agonist 2, RXFP1 antag -1, D1 antag -2 and D2 ag -0.2.
`CC(C)c1ccc(NC(=O)C2CCCCC2C(=O)O)cc1` (configuration not stated) gave TRHR enhancer 0, D2 antag 1, D1 PAM 2, RXFP1 ag 0.9%, D2 potentiator 2, D1 agonist -4, RXFP1 antag 0, D1 antag -5 and D2 ag 0.5.
For N/C(CC(=O)Nc1cc(C(F)(F)F)ccc1Cl)=N\O the results were TRHR enhancer -6, D2 antag -24, D1 PAM -2, RXFP1 ag 2.3%, D2 potentiator -18, D1 agonist 12, RXFP1 antag 8, D1 antag -7 and D2 ag -2.7.
CCCCn1c(=N)c(S(=O)(=O)c2ccc(Br)cc2)cc2c(=O)n3cccc(C)c3nc21 was read as TRHR enhancer -4, D2 antag 6, D1 PAM -3, RXFP1 ag 2.1%, D2 potentiator -2, D1 agonist 1, RXFP1 antag -13, D1 antag 0 and D2 ag 0.2.
COCCCn1c(CCC(=O)O)ccc1-c1ccc(F)cc1 was read as TRHR enhancer -4, D2 antag 8, D1 PAM 1, RXFP1 ag 2.5%, D2 potentiator -4, D1 agonist 7, RXFP1 antag -6, D1 antag -7 and D2 ag 0.3.
CCCS(=O)(=O)N1CCN(c2ccccc2F)CC1 was read as TRHR enhancer 14, D2 antag -6, D1 PAM 4, RXFP1 ag 1.0%, D2 potentiator -1, D1 agonist 5, RXFP1 antag -7, D1 antag -22 and D2 ag -1.8.
`O=C(Nc1cccc(F)c1)c1ccc(Cn2cc([N+](=O)[O-])cn2)o1` gave TRHR enhancer -4, D2 antag 8, D1 PAM -6, RXFP1 ag -1.8%, D2 potentiator -9, D1 agonist 14, RXFP1 antag -3, D1 antag -21 and D2 ag -1.0.
For CCOc1ccccc1NC(=O)/C=C/c1ccc(S(=O)(=O)N2CCOCC2)cc1 the results were TRHR enhancer 5, D2 antag 10, D1 PAM -5, RXFP1 ag 0.3%, D2 potentiator 1, D1 agonist 4, RXFP1 antag -1, D1 antag 4 and D2 ag -0.1.
For CC1CN(C(=O)CN2C(=O)NC3(CCCC3)C2=O)C(=Nc2cccc(S(=O)(=O)N(C)C)c2)S1 (configuration not stated) the results were TRHR enhancer -4, D2 antag 5, D1 PAM 2, RXFP1 ag 0.5%, D2 potentiator 16, D1 agonist 2, RXFP1 antag -8, D1 antag 4 and D2 ag 0.5.
`OCCNC(=S)c1ccccc1` gave TRHR enhancer 1, D2 antag 21, D1 PAM -2, RXFP1 ag -0.8%, D2 potentiator 6, D1 agonist 0, RXFP1 antag 4, D1 antag -6 and D2 ag -0.8.
`CCN(C1CCCCC1)S(=O)(=O)c1ccc(S(=O)(=O)N(CC(=O)Nc2ccccc2)C2CC2)cc1` gave TRHR enhancer -4, D2 antag -14, D1 PAM -4, RXFP1 ag 0.3%, D2 potentiator 0, D1 agonist 5, RXFP1 antag -13, D1 antag 2 and D2 ag 0.2.
O=C1/C(=C/c2ccc3c(c2)OCO3)Oc2cc(OCC(=O)N3CCC[C@H]3C(=O)O)ccc21 was read as TRHR enhancer -2, D2 antag 3, D1 PAM -1, RXFP1 ag 6.8%, D2 potentiator 9, D1 agonist 3, D1 antag -3 and D2 ag 0.8.
For CCCc1nnc(NC(=O)c2ccc(S(=O)(=O)N(C)c3ccccc3OC)cc2)s1 the results were TRHR enhancer 4, D2 antag 1, D1 PAM 15, RXFP1 ag 0.0%, D2 potentiator 23, D1 agonist 3, RXFP1 antag 5, D1 antag -2 and D2 ag 0.0.
For O=C1N/C(=C/c2cccn2-c2ccccc2)C(=O)N1c1cccc(Cl)c1 the results were TRHR enhancer -2, D2 antag -5, D1 PAM 0, RXFP1 ag 7.0%, D2 potentiator -8, D1 agonist 1, D1 antag 2 and D2 ag -0.5.
For COc1ccc(O[C@H]2C=C[C@@H](c3ccccc3)O[C@@H]2CO/N=C(\C)CCN2CCCCc3nc(C)c(C)cc32)cc1 the results were TRHR enhancer -2, D2 antag -15, D1 PAM -5, RXFP1 ag 0.4%, D2 potentiator 11, D1 agonist 2, D1 antag 1 and D2 ag 0.1.
For O=C(CN1CCOCC1)Nc1ccccc1C(=O)Nc1ccccc1 the results were TRHR enhancer 16, D2 antag -1, RXFP1 ag -0.2%, D2 potentiator 23, D1 agonist 4, RXFP1 antag -2, D1 antag -4 and D2 ag 1.7.
For CCOC(=O)C1(C)/C(=N/Nc2ccc(S(N)(=O)=O)cc2)C(=O)C(=O)N1c1ccccc1 (configuration not stated) the results were TRHR enhancer -2, D2 antag -1, D1 PAM -2, RXFP1 ag 0.4%, D2 potentiator 16, D1 agonist 1, RXFP1 antag 3, D1 antag 11 and D2 ag -0.2.
For CCc1nnc(NC(=O)CSc2nnc(-c3cccnc3)n2C)s1 the results were TRHR enhancer 7, D1 PAM -4, RXFP1 ag 8.5%, D1 agonist -1, RXFP1 antag -6 and D1 antag -11.
CC(C)N(Cc1cnn(C)c1)Cc1nc(Cc2ccccc2Cl)no1 was read as TRHR enhancer 4, D2 antag -1, D1 PAM -3, RXFP1 ag 2.9%, D2 potentiator 2, D1 agonist 3, RXFP1 antag -12, D1 antag -10 and D2 ag 0.3.
For O=C(NNS(=O)(=O)c1ccccc1F)c1cccc(S(=O)(=O)N2CCOCC2)c1 the results were TRHR enhancer -3, D2 antag -5, D1 PAM 3, RXFP1 ag 2.7%, D2 potentiator -6, D1 agonist 1, D1 antag -15 and D2 ag 1.0.
`CCN(CC)CCn1c(NCc2ccco2)nc2ccccc21` gave TRHR enhancer -5, D2 antag 10, D1 PAM -4, RXFP1 ag 1.0%, D2 potentiator -19, D1 agonist 1, RXFP1 antag 6, D1 antag -14 and D2 ag -0.1.
Cc1ccc(S(=O)(=O)N2[C@@H](c3ccccc3)C(C(=O)O)=CC[C@H]2c2cccc(Cl)c2)cc1 was read as TRHR enhancer -1, D2 antag 2, D1 PAM -6, RXFP1 ag 1.9%, D2 potentiator -5, D1 agonist -1, D1 antag -17 and D2 ag 0.0.
Screening CCCCn1c(N)c(N(CC)C(=O)c2ccc(C)cc2)c(=O)[nH]c1=O returned TRHR enhancer 8, D2 antag -3, D1 PAM -1, RXFP1 ag -0.5%, D2 potentiator 2, D1 agonist 2, RXFP1 antag 7, D1 antag 4 and D2 ag 0.9.
`O=C(Nc1ccc(C(=O)O)cc1)/C(=C\c1ccc2c(c1)OCO2)NC(=O)c1ccco1` gave TRHR enhancer -2, D2 antag 0, D1 PAM 2, RXFP1 ag -1.5%, D2 potentiator -3, D1 agonist 3, RXFP1 antag 2, D1 antag -22 and D2 ag 4.2.
COc1cc(C(=O)NCC(=O)OC(C)C(=O)Nc2ncc(Cl)cc2Cl)cc(OC)c1OC (configuration not stated) was read as TRHR enhancer 2, D2 antag 8, D1 PAM -7, RXFP1 ag -1.0%, D2 potentiator 1, D1 agonist 4, RXFP1 antag -16, D1 antag -18 and D2 ag 0.4.

As a short view, 3 of the compounds above.
Screening CCCCn1c(N)c(N(CC)C(=O)c2ccc(C)cc2)c(=O)[nH]c1=O returned TRHR enhancer 8, D2 antag -3, D1 PAM -1, RXFP1 ag -0.5%, D2 potentiator 2, D1 agonist 2, RXFP1 antag 7, D1 antag 4 and D2 ag 0.9.
`O=C(Nc1ccc(C(=O)O)cc1)/C(=C\c1ccc2c(c1)OCO2)NC(=O)c1ccco1` gave TRHR enhancer -2, D2 antag 0, D1 PAM 2, RXFP1 ag -1.5%, D2 potentiator -3, D1 agonist 3, RXFP1 antag 2, D1 antag -22 and D2 ag 4.2.
COc1cc(C(=O)NCC(=O)OC(C)C(=O)Nc2ncc(Cl)cc2Cl)cc(OC)c1OC (configuration not stated) was read as TRHR enhancer 2, D2 antag 8, D1 PAM -7, RXFP1 ag -1.0%, D2 potentiator 1, D1 agonist 4, RXFP1 antag -16, D1 antag -18 and D2 ag 0.4.
